APJ antagonist: APJ receptor antagonism. inhibition, % at 20 µM. P35414. hit rate 0.32% among 330,000. CHO-K1 APJ beta-arrestin complementation, luminescence. AID 2521;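 active = inhibition above about 40% at 20 µM, limit read from the data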;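 note: cells challenged with 10 nM apelin-13 agonist together with compound; plate controls were apelin-13 plus DMSO wells for no effect and DMSO wells lacking apelin-13 for full effect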
Target sequence (P35414 whole entry, looked up): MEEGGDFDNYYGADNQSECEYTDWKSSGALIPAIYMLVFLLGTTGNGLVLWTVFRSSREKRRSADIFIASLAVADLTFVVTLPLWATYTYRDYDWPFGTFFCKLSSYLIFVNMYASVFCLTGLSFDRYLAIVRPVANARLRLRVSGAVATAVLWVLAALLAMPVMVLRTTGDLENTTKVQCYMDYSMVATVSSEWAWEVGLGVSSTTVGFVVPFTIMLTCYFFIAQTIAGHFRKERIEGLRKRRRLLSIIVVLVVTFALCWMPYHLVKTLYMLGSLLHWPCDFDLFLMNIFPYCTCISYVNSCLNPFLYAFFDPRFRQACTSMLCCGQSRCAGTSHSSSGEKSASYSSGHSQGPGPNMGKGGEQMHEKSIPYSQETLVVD
UBC13 polyUb: blocks human UBC13 polyubiquitin chain formation; TR-FRET; hit rate 0.47% among 330,000; inhibition, % at 20 µM; P61088; in the data active = inhibition above about 45%, passing the limit was not always enough; inconclusive = no clear call, values can overlap the other calls
Target sequence (P61088 whole entry, looked up): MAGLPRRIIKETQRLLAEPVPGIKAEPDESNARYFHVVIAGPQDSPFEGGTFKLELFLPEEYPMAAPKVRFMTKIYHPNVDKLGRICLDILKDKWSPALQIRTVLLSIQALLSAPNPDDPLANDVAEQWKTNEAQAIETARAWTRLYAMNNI
EBI2 antag: EBI2 (human) antagonism. P32249. EBI2 beta-arrestin recruitment, luminescence, 7a,25-OHC stimulated. inhibition, % at 5 µM. hit rate 0.81% among 360,000; in the data active = inhibition above about 38%;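 note: enzyme fragment complementation signal reports receptor beta-arrestin coupling in cells; 0% = agonist plus DMSO wells and 100% = wells without agonist; some results beyond the cut were filed as inactive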
ATG4B inh: ATG4B (human) cysteine protease inhibition; Q9Y4P1; AID 504462; hit rate 0.51% among 340,000; inhibition, % at 8.33 µM; ATG4B cleavage of LC3-PLA2, NBD-HPC fluorescence, 1 h; in the data active = inhibition above about 40%
Gli-Sufu block: Gli-Sufu pathway antagonism; inhibition, % at 5 µM; Sufu-KO-LIGHT fibroblasts, Gli luciferase reporter luminescence; hit rate 0.74% among 340,000;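 active = inhibition above about 55%, limit read from the data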;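 note: 0% = DMSO-treated cells and 100% = wells with medium but no cells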
CCR6 antag: blocks CCL20-driven beta-arrestin recruitment at human CCR6; P51684; CHO-K1 CCR6 PathHunter beta-arrestin, luminescence, CCL20-stimulated; inhibition, % at 20 µM; hit rate 0.49% among 340,000;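 active = compounds whose inhibition of the agonist-driven luminescence signal at 20 µM reaches about 50%, limit read from the data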;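 note: cells stimulated with CCL20 at 14 nM final; plate controls were DMSO with CCL20 for no effect and DMSO without agonist for full effect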
CXCR6 block: blocks human CXCR6 beta-arrestin recruitment. O00574. CHO-K1 PathHunter CXCR6 beta-arrestin, luminescence. inhibition, % at 20 µM. hit rate 0.36% among 360,000; in the data active = inhibition above about 34%, passing the limit was not always enough;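 note: antagonist mode with CXCL16 agonist at 10 nM final; 0% = 10 nM CXCL16 with DMSO and 100% = unstimulated wells without agonist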
Target sequence (O00574 whole entry, looked up): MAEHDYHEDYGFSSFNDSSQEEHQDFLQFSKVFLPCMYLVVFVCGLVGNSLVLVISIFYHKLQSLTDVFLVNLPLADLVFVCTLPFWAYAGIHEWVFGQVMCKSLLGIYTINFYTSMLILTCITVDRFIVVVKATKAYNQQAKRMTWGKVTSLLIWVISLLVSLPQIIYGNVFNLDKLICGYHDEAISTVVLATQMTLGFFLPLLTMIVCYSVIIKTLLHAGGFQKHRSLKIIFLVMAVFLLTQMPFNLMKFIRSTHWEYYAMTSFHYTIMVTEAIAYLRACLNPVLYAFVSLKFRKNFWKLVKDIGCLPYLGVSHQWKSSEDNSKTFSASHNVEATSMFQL
APJ ag: activates the human apelin receptor APJ | hit rate 0.11% among 330,000 | activation, % at 20 µM | P35414 | AID 2520 | CHO-K1 APJ PathHunter beta-arrestin, luminescence; 0% DMSO wells, 100% apelin;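 active = activation more than six SD over the plate average, tested at 20 µM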;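 note: 0% = DMSO alone and 100% = apelin-13 at 10 nM; some results filed as inactive read as strong as hits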
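Test system: CHO-K1 APJ beta-arrestin complementation cell line | Compound: Single test compound dose, 20 µM final, 1% DMSO | Incubation: Compound 90 min 25 °C, reagent 1 h | Measured by: beta-gal luminescence | Read-out basis: APJ–arrestin association signal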
Active calls of the source: *; ? = inconclusive; . = no result given. This is a random part of the collection; any-hit rate near 3%.

SMILES	APJ antagonist	UBC13 polyUb	EBI2 antag	ATG4B inh	Gli-Sufu block	CCR6 antag	CXCR6 block	APJ ag
CCCCN1C(=O)c2ccc(C(=O)NC3(C)CCS(=O)(=O)C3)cc2C1=O (centres undefined)	-3	-4	-3	-5	.	5	-2	-2
COc1ccc(-n2nc(C(=O)NCC(=O)Nc3cccc(Cl)c3)c3ccccc3c2=O)cc1OC	5	-10	-26	-1	15	-12	-2	-1
Cn1c(Cn2c(=O)sc3ccccc32)nnc1SCC(=O)N1CCCC1	1	10	-4	1	-12	2	7	1
Cc1ccc(CSCCNC(=O)c2ccc(C)cc2)cc1	13	0	-3	5	-3	3	-8	0
Cc1[nH][nH]c(=O)c1C(c1c(C)[nH][nH]c1=O)c1cn(Cc2cccc3ccccc23)c2ccccc12	12	-33	7	-10	16	30	18	-5
O=C(Cn1nc(C(F)(F)F)cc1C1CC1)Nc1ccccc1F	1	2	-7	32	0	12	3	-2
COc1ccc(C(=O)N2CCOC2CNC(=O)C(=O)NCc2ccc3c(c2)OCO3)cc1 (centres undefined)	3	1	-1	-6	0	4	10	-1
CC(=O)c1c(N)nc2n(c1=O)CCCCC2	-17	-1	-6	-8	2	1	-4	-3
Cn1c(C2=C(O)CN(c3ccccc3)C2=N)nc2ccccc21	10	9	4	-1	-7	11	1	-3
C=CCNCc1cc(=O)n2c(-c3ccccc3)csc2n1	1	-7	1	-7	2	7	-7	0

Some entries already given with just APJ ag.
| Compound | APJ ag |
| --- | --- |
| CCCCN1C(=O)c2ccc(C(=O)NC3(C)CCS(=O)(=O)C3)cc2C1=O (centres undefined) | -2 |
| COc1ccc(-n2nc(C(=O)NCC(=O)Nc3cccc(Cl)c3)c3ccccc3c2=O)cc1OC | -1 |

Next section
SMILES	APJ antagonist	UBC13 polyUb	EBI2 antag	ATG4B inh	Gli-Sufu block	CCR6 antag	CXCR6 block	APJ ag
O=C(O)Cc1ccc(C(=O)c2ccccc2)s1	0	0	6	-14	2	3	-13	-4
CCCCN(CCCC)Cc1ccc(C(=O)NNC(=O)Nc2ccc(F)cc2)o1	-14	4	-20	7	-11	8	-1	-2
COc1cc2[nH]c3ccccc3c2cc1C	-39	13	-2	-3	-3	-8	-3	0
O=c1[nH]c2cc([N+](=O)[O-])c(NCCO)c([N+](=O)[O-])c2[nH]1	27	-446	6	13	-17	29	14	-7
O=C(CCC(=O)OCC(=O)c1cccc([N+](=O)[O-])c1)Nc1cccc(Cl)c1Cl	41*	0	7	-19	-2	62*	26	-14
CCS(=O)(=O)N1CCCC(C(=O)NCC2CCCO2)C1 (centres undefined)	1	-2	3	-10	-6	10	-4	-1
N#Cc1c(C(F)(F)F)cc(-c2ccc(F)cc2)nc1SCC(=O)O	1	-7	10	-2	5	6	1	0
CCN1CCN(C(c2cccnc2)c2cc(Cl)c3cccnc3c2O)CC1 (centres undefined)	19	0	15	3	11	20	27	-3
CCN(CC(=O)NCc1ccc(F)cc1)CC(=O)NC1CCCC1	11	3	2	-1	-24	7	-5	1
Cc1cc(C(=O)NNC(=O)c2ccccc2F)c2ccccc2n1	13	2	-10	8	15	3	12	-2
O=[N+]([O-])/C(Cl)=C(/NCCO)C(Cl)=C(Cl)Cl	.	.	-3	-3	4	5	6	.
C=CCc1cccc(CNc2cnc3ccccc3c2)c1O	9	12	4	-3	49	12	-27	1
Cc1cc(F)ccc1S(=O)(=O)N1CCCOC1CNC(=O)C(=O)NCc1ccccn1 (centres undefined)	5	-4	-23	-3	23	0	-4	-2
N#Cc1c(-c2ccccc2Cl)noc1/C=C/Nc1ccc(C(=O)O)cc1	9	-1	0	5	6	13	3	-3
COc1cc(NC2=Nc3cccc4cccc2c34)cc(OC)c1OC	3	-5	7	-11	5	15	6	-3
O=C(NCC1COc2ccccc2O1)c1cc(S(=O)(=O)N2CCOCC2)c(Cl)cc1Cl (centres undefined)	10	-2	-8	-1	5	9	-6	-5
O=c1c(-c2ccccc2)c(O)c2c(n1-c1ccccc1)CCCC2	-13	5	-2	-8	-9	-2	-4	3
O=C1C(C=Nc2ccc(F)cc2)=C(O)c2ccccc21	4	-5	18	-2	-3	-3	4	-3
O=C(Nc1ccccc1)Nc1cccc(C(F)(F)F)c1	0	3	0	13	-7	0	-5	-2
COC(=O)C1=C(C)NC(C)=C(C(=O)OC)C1c1cc2cc(C)ccc2[nH]c1=O	-3	-1	3	-12	-1	1	0	3
Cc1ccc(C)c(S(=O)(=O)N2CCN(C(=O)CCC(=O)NCc3ccc(Cl)cc3)CC2)c1	7	3	9	-3	-8	5	0	-3
O=c1c2c(nc3cc(-c4cccc(F)c4)[nH]n13)CCC2	-1	15	-8	-7	-62	-3	-8	-1
Cn1c(SCC(=O)Nc2cc(C(C)(C)C)nn2-c2ccccc2)nc2ccccc21	4	5	-6	-19	39	-15	1	-2
CSC1=C(C#N)C(c2cccc(Br)c2)CC(=O)N1 (centres undefined)	-13	11	-11	7	4	-12	-2	-4
CC1CCN(S(=O)(=O)c2ccc(C(=O)Nc3ncccc3O)cc2)CC1	-38	-23	-7	3	7	-4	-3	6
O=C(NC(=S)NCCN1CCOCC1)c1ccccc1	-8	-17	-15	-1	-4	12	4	-5
CN(CC(=O)Nc1cccc(S(=O)(=O)NC2=NCCCCC2)c1)Cc1ccc(C(C)(C)C)cc1	-2	-2	10	-2	23	3	14	-1
COc1ccc(C(=O)COc2nc(C)cc(C)c2C#N)cc1	0	0	6	-11	-4	-4	-8	0
O=S(=O)(Nc1ccc(Oc2ncccn2)c(Cl)c1)c1ccc(Cl)cc1	26	1	-1	0	9	22	5	0
CCC(C)(C)NC(=O)CN(C(=O)c1snc(C(N)=O)c1N)c1ccc2c(c1)OCO2	6	35	6	1	5	8	7	-1

Brought forward from above: 7 entries, followed by the next part.
SMILES	APJ antagonist	UBC13 polyUb	EBI2 antag	ATG4B inh	Gli-Sufu block	CCR6 antag	CXCR6 block	APJ ag
CSC1=C(C#N)C(c2cccc(Br)c2)CC(=O)N1 (centres undefined)	-13	11	-11	7	4	-12	-2	-4
CC1CCN(S(=O)(=O)c2ccc(C(=O)Nc3ncccc3O)cc2)CC1	-38	-23	-7	3	7	-4	-3	6
O=C(NC(=S)NCCN1CCOCC1)c1ccccc1	-8	-17	-15	-1	-4	12	4	-5
CN(CC(=O)Nc1cccc(S(=O)(=O)NC2=NCCCCC2)c1)Cc1ccc(C(C)(C)C)cc1	-2	-2	10	-2	23	3	14	-1
COc1ccc(C(=O)COc2nc(C)cc(C)c2C#N)cc1	0	0	6	-11	-4	-4	-8	0
O=S(=O)(Nc1ccc(Oc2ncccn2)c(Cl)c1)c1ccc(Cl)cc1	26	1	-1	0	9	22	5	0
CCC(C)(C)NC(=O)CN(C(=O)c1snc(C(N)=O)c1N)c1ccc2c(c1)OCO2	6	35	6	1	5	8	7	-1
Cc1ccc(S(=O)(=O)n2ccc(-c3cccc(OCc4c(F)cccc4Cl)c3)n2)cc1	8	-4	3	2	2	17	0	-1
CCC(C)[C@H](NC(=O)NC1CCN(Cc2ccccc2)CC1)C(=O)OC (some centres undefined)	3	5	-6	0	-10	2	-2	2
CCNC(=O)NCCNC(=O)c1cc(OCC(F)(F)F)ccc1OCC(F)(F)F	4	1	2	-10	-16	1	1	-3
CC(=O)c1cc2c(cc1NC(=O)C1CC1)OCO2	15	-2	-1	0	-5	0	2	2
CCOC(=O)c1c(C)c(C(=O)NC2CCCCC2)c(C)n1CC	.	.	-7	1	23	6	-4	.
Cc1cccc(OCC(=O)NC2CC(C)(C)NC(C)(C)C2)c1	5	5	-9	1	26	10	0	2
O=C(NNC(=O)c1ccco1)c1cccc(Br)c1	-11	-4	-4	-5	-4	-2	-1	9
CC1CCN(C(=O)Cn2cc(SCC(=O)NCC3CCCO3)c3ccccc32)CC1 (centres undefined)	2	1	6	-4	1	3	5	-1
COc1cccc(CN(C)CCCn2cnc(C(=O)Nc3ccc(C)c(C)c3)n2)c1	.	.	1	-1	10	9	1	.
Cc1cccc(N(CC(=O)NC(C)C)C(=O)CCC(=O)Nc2ccccn2)c1	-5	1	6	-5	-4	-1	1	-4
O=C(COC(=O)C1(c2cccc(F)c2)CCCC1)NCc1cccs1	-1	-8	19	2	-3	-1	5	-2
O=C(Nc1ccncc1)C1(c2ccccc2)CCCC1	13	7	5	8	2	3	7	0
CCCOc1cc(CN2CCCCC2)cc(C(C)=O)c1	18	1	-7	-4	7	7	4	-8
CC(C)C(NC(=O)c1ccccc1)c1nnc(SCC(=O)NC2CCCC2)n1C (centres undefined)	5	-4	-16	-1	-1	16	2	-2
CC(C(=O)N1CCN(Cc2ccccc2)CC1)c1ccc([N+](=O)[O-])cc1 (centres undefined)	9	15	-3	-3	5	-1	7	-5
O=C(Cn1cnc2ccccc21)NCc1ccccc1	10	-3	-10	0	-4	-17	-8	-5
O=c1cc(CN2CCN(S(=O)(=O)c3cccc(Cl)c3)CC2)c2ccc(O)cc2o1	-6	2	-2	4	8	8	-4	2
Cc1ccc(CNC(=O)c2ccc(OCC3CCCO3)cc2)cc1 (centres undefined)	6	6	-2	-8	-3	6	17	-3
COC(=O)[C@]1(Cc2ccccc2)N[C@H](CN(C)S(=O)(=O)c2ccc(F)cc2)[C@@H]2C(=O)N(C)C(=O)[C@@H]21	-4	8	1	-1	3	-3	-2	4
O=C(CSc1nc2ccccc2c(=O)n1-c1ccc(SC(F)F)cc1)Nc1ccc(N2CCOCC2)cc1	22	12	18	11	-3	28	3	-4

Marked active in CCR6 antag, of those listed so far:
| mol | APJ antagonist | UBC13 polyUb | EBI2 antag | ATG4B inh | CCR6 antag | CXCR6 block | APJ ag |
| --- | --- | --- | --- | --- | --- | --- | --- |
| O=C(CCC(=O)OCC(=O)c1cccc([N+](=O)[O-])c1)Nc1cccc(Cl)c1Cl | 41* | 0 | 7 | -19 | 62* | 26 | -14 |

Next entries follow.
SMILES	APJ antagonist	UBC13 polyUb	EBI2 antag	ATG4B inh	Gli-Sufu block	CCR6 antag	CXCR6 block	APJ ag
Cc1nc(SCc2ccc(F)cc2)c2oc3ccccc3c2n1	12	-21	-19	-4	2	17	6	-1
NS(=O)(=O)c1ccc(CNS(=O)(=O)c2ccc3c(c2)OCCO3)cc1	-1	-1	-10	5	-27	-3	-13	-4
CN(C)S(=O)(=O)c1ccc(N2CCCC2)c(C(=O)NCc2ccc(Cl)cc2)c1	-5	12	15	-10	6	13	0	-6
CCOC(=O)C(=NCC1CCCO1)NNc1cc(Cl)ccc1Cl (centres undefined)	-9	12	4	-3	9	4	-1	-4
COc1ccc(CN2CCNC(=O)C2CC(=O)N(C)CCCN2CCOCC2)cc1C (centres undefined)	8	-1	-2	-3	4	7	0	-4
N#C/C(=N/Nc1ccccc1[N+](=O)[O-])C(N)=S	40*	?	-3	-6	13	36	18	-9

Screens: PubChem, Sanford-Burnham Center for Chemical Genomics
